Screening results (PubChem BioAssay)
Ba/F3 V617F tox = reduce viability of Ba/F3 cells dependent on JAK2V617F; Ba/F3 EpoR-JAK2V617F viability, ATP luminescence; inhibition, % at 5.6 µM; actives 1.1% (n = 220,000); AID 1446;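 active = inhibition above the campaign mean plus 3 SD over all tested compounds, cut at about 24% in these data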;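 also: cytokine-independent growth of Ba/F3 cells driven by EpoR plus mutant JAK2; 0% = DMSO-treated cells and 100% = JAK inhibitor I control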
BaF3 parental = parental Ba/F3 viability inhibition as JAK2V617F counter-screen; CellTiter-Glo ATP luminescence; inhibition, % at 5.6 µM; actives 1.1% (n = 220,000); AID 1486;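 active = inhibition above a per-campaign cutoff, the mean inhibition of all tested compounds plus 3 SD, cut at about 27% in these data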;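 also: 0% = DMSO wells and 100% = JAK Inhibitor I control wells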
p47phox inh = inhibitors of human p47phox binding; p47phox/p22phox peptide binding, fluorescence polarization, 2 h; AID 1274; inhibition, % at 24.7 µM; actives 0.53% (n = 220,000); P14598;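 active = inhibition above about 30%, limit read from the data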;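 also: 0% = p47phox with labelled peptide and 100% = labelled peptide alone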
PPC-1+TRAIL kill = PPC-1 cancer cell killing with TRAIL present | PPC-1 cells + TRAIL, ATPLite viability luminescence | cell killing (% activity), % at 4 µM | actives 0.41% (n = 220,000);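 active = cell killing above 50% in the first pass at 4 µM, then a duplicate retest at 5 µM averaging 50% or more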;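 also: plate controls were cells with TRAIL plus DMSO for no effect and medium-only wells lacking cells for full effect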
PGE2 EP2 inh = EP2 receptor (human) inhibition | inhibition, % at 25 µM | actives 0.52% (n = 260,000) | P43116 | C6 glioma cells expressing human EP2, cAMP TR-FRET; cells stimulated with saturating PGE2;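 active = percent inhibition above 40 after rounding to a whole number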;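 also: rat C6 glioma host cells with rolipram phosphodiesterase inhibitor present; the protocol text gives 20 µM as final concentration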
p97 ATPase inh = blocks human p97 ATPase activity; P55072; recombinant p97 ATPase, Kinase-Glo ATP luminescence, 3 h; inhibition, % at 8 µM; actives 0.42% (n = 220,000); in the data active = inhibition above about 15%;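 also: 0% = DMSO vehicle and 100% = wells lacking enzyme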
Target sequence (P55072 whole entry, looked up): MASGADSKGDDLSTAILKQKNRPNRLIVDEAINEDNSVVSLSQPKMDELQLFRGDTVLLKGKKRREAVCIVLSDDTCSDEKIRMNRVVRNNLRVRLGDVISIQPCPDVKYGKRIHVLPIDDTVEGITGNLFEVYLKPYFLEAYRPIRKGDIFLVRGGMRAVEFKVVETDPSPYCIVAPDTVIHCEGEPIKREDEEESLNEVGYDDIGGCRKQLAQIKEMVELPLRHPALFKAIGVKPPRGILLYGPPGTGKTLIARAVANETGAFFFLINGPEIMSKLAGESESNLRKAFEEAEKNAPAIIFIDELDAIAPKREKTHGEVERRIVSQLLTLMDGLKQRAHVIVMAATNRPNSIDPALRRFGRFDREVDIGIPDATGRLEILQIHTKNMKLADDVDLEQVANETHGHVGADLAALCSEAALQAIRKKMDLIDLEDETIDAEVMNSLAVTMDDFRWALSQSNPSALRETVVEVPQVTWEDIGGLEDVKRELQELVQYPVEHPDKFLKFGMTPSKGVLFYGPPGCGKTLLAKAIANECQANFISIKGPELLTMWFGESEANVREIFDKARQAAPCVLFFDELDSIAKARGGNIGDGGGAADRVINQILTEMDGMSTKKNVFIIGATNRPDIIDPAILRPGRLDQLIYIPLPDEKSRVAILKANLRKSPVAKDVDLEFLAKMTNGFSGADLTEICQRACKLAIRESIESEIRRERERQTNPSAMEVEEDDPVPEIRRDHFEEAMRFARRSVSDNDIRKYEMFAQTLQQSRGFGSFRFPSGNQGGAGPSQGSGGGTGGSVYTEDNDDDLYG
RBBP9 inhibitor = blocks human serine hydrolase RBBP9. inhibition, % at 7.94 µM. actives 0.2% (n = 220,000). recombinant RBBP9, FP-Rh probe fluorescence polarization. O75884. AID 1515;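 active = inhibition above the campaign mean of all tested compounds plus 3 SD, cut at about 14% in these data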;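 also: plate controls were DMSO wells with RBBP9 for no effect and wells lacking RBBP9 protein for full effect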
Target sequence (O75884 whole entry, looked up): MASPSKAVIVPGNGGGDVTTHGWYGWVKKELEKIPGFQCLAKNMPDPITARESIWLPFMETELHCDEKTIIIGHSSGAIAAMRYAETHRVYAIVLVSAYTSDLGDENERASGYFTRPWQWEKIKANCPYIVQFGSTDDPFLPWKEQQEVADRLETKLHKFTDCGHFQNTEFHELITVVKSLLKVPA
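System: RBBP9 protein / Quantity: 2.5 µM RBBP9 dispensing solution, before mixing / Also added: Serine-hydrolase probe FP-Rh, 375 nM pre-mixing / Dosing: 7.94 µM single dose, 0.794% DMSO / Timing: enzyme-compound preincubation 30 min, then probe labeling 45 min, 25 °C / Signal: FP readout at 525/598 nm / Controls: DMSO-treated enzyme wells and wells lacking RBBP9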
Furin inh = human furin inhibition. actives 0.061% (n = 220,000). purified furin, fluorogenic substrate cleavage. P09958. AID 463115. inhibition, % at 30 µM; in the data active = inhibition above about 25%; also: inactives centre near -15
Tb hexokinase = T. brucei hexokinase 1 inhibition | AID 1430 | actives 0.11% (n = 220,000) | recombinant TbHK1, G6PDH-coupled NADH A340 | inhibition, % at 10 µM;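 active = inhibition of 50% or more in the single-dose primary screen; inactive = inhibition below 50%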
Numbers without * were called inactive; . = no result given; & = joins results of further samples; [ ] = remark or other dose. Not all compounds are listed; count on the stated rates, not on these rows.

Compound	Ba/F3 V617F tox	BaF3 parental	p47phox inh	PPC-1+TRAIL kill	PGE2 EP2 inh	p97 ATPase inh	RBBP9 inhibitor	Furin inh	Tb hexokinase
O=C(CSc1cccc[n+]1[O-])Nc1cc([N+](=O)[O-])ccc1Cl	-0.1	3.5	-4.2	20.0	7.8	0.0	-1.0	-31.5	-4.0
Cc1ccc(Cn2c(CN3CCOCC3)nc3c2c(=O)n(C)c(=O)n3C)cc1	0.0	2.1	-6.0	-1.6	10.8	-1.7	-8.2	-4.4[20 µM]	4.0
COc1cc(/C=C(\C#N)c2ccccn2)ccc1OCc1ccc(Cl)cc1	-0.1	10.1	-21.1	-2.6	5.8	1.4	-4.5	-7.5	-12.2
COC(=O)C1=C(N)Oc2cc(C)n(Cc3cccnc3)c(=O)c2C1c1ccccc1OC (stereo unspecified)	1.4	3.5	-2.7	9.1	15.4	-0.8	-3.4	-18.3	-2.7
COc1ccc2c(CC(=O)Nc3nccs3)coc2c1	5.1	6.7	-6.7	9.8	10.8	2.7	-2.6	-21.5	-4.9
Cc1cc(C)n2cc(CSCc3ccco3)nc2n1	3.0	4.6	-10.7	-3.7	12.3	1.0	0.6	-4.2[20 µM]	-2.4
CCOc1ccc(C(C(=O)Nc2ccc(F)cc2)N(C(=O)Cn2nnc3ccccc32)C2CC2)cc1 (stereo unspecified)	-1.8	6.5	-11.7	16.4	10.9	3.3	-8.7	-21.1[20 µM]	3.4
CC1=CC(C)(C)n2c(O)c(N=N)c3c(C)ccc1c32	4.2	-1.0	-7.4	19.5	10.9	-7.4	-13.8	14.0	-13.2
CCc1ccc(OCC(=O)NNC(=O)c2nn(CC)c(=O)c3ccccc23)cc1	2.2	4.1	-6.1	22.2	2.5	3.5	-4.5	-16.1	-4.1
CCOc1ccc(Oc2nc(C)cc(OC)n2)nn1	-3.4	4.1	-0.9	13.0	8.2	7.7	-6.4	-13.8	1.7
Cc1nc2ccc(F)cc2cc1C(=O)Nc1ccc(Cl)c(Cl)c1	2.7	6.0	-44.2	1.0	7.6	-6.8	-10.6	-1.2	-9.5
Cn1c(=O)[nH]c(=O)c2c1nc(N1CCN(Cc3ccccc3)CC1)n2CCSc1ncccn1	2.7	2.9	-9.3	43.5	14.0	-3.4	-0.1	-28.4	-10.0
Cc1ccccc1NC(=O)N1c2ccccc2CC1C (stereo unspecified)	-3.8	4.2	1.8	8.1	2.3	8.0	3.0	-25.1	3.3
COc1ccccc1CNC(=O)COc1ccccc1OC	-3.7	2.2	-3.5	31.4	14.7	1.0	-6.4	-20.1[20 µM]	6.0
N#CCC(=O)N1CCn2c1nc1ccccc12	-1.2	5.5	-0.4	11.7	6.2	3.3	-4.1	-14.4[20 µM]	1.8
COCCNC(=O)c1ccccc1NC(=O)C1COc2ccccc2O1 (stereo unspecified)	-4.3	1.2	-16.0	6.3	6.1	3.0	-4.1	-10.5	-0.1
Cc1ccc(C(=O)N/C(=C\c2cccs2)C(=O)N2CCCCCC2)cc1	-1.9	-0.1	-8.9	-1.9	10.1	1.2	-11.9	-22.8[20 µM]	-4.1
Cc1ccc(C(=O)C(C)[n+]2cccc(C(N)=O)c2)cc1 (stereo unspecified)	1.6	3.0	-4.9	14.5	4.3	1.5	1.5	-26.6	4.8
Cc1cc2c(=O)n(C)c(SCC(=O)c3cc4ccccc4o3)nc2s1	-0.2	1.9	-129.6	-0.1[5 µM]	13.2	-3.3	-0.2	-8.4[20 µM]	-0.9
Cc1ccccc1CSCCNC(=O)CN(c1ccc2c(c1)OCO2)S(C)(=O)=O	-0.6	3.4	-6.0	0.9	5.0	-0.5	-3.9	-13.6[20 µM]	-4.7
O=C(NC1CCCCC1)N1CCCCCC1	1.2	2.8	-2.3	3.1	11.0	-3.5	-5.6	-10.7	-4.2
CC1(C)CC2CC(C)(CN2C(=O)COc2cccc3ccccc23)C1 (stereo unspecified)	-4.0	-0.6	-5.2	-15.4	28.2	-2.5	-0.9	-15.8[20 µM]	-11.2
Cn1nc(C(F)(F)F)c(C#N)c1N1CCN(c2ccccc2)CC1	-1.6	3.1	-3.0	9.8	6.5	-3.2	-1.2	-5.8[20 µM]	-1.9
COc1ccc(OC)c(/C=C2/Sc3ccccc3C2=O)c1	3.4	9.5	-1.3	12.5	12.8	-4.8	-11.3	-22.0	0.9
CN(CCN1CCc2ccccc2C1)Cc1nc(Cc2ccccc2F)no1	-3.2	4.1	-4.3	10.4	7.4	-1.5	1.0	-30.3	-5.2
O=C(CO/N=C/c1ccccc1Cl)N1CCCc2ccccc21	-4.3	-0.1	-1.8	3.7	7.3	-0.2	-9.3	-10.4	0.3
COC(=O)c1ccc(Oc2nc(N(C)C)nc(N3CCOCC3)n2)cc1	-1.9	1.0	-5.1	28.4	13.0	-1.5	-11.7	-23.8[20 µM]	-4.5
Cc1nc(-c2cccc(S(=O)(=O)N3CC(C)OC(C)C3)c2)cs1 (stereo unspecified)	1.0	2.7	0.9	-1.2	10.3	-4.2	-3.3	-9.3	25.3
Cc1cccn2c(=O)c3cc(C(=O)N(C)C)n(C)c3nc12	-3.7	1.1	18.1	-4.5	9.1	3.7	2.2	-31.4	-26.6
CC(=O)C1=C(c2ccccc2)NC(=O)NC1c1ccccc1OCC(=O)Nc1ccccc1 (stereo unspecified)	6.2	8.4	-1.9	-4.9	0.5	-0.3	-9.0	-4.7[20 µM]	-1.4
CCCCCCCCC(=O)N/N=C/c1cccc(Br)c1	2.7	2.0	-13.2	15.3	6.6	-2.1	-5.3	-19.3[20 µM]	-2.8
Cc1nn(CC(=O)Nc2nnc(C(C)C)s2)c(=O)c2ccccc12	-0.8	3.8	7.0	20.3	4.8&7.7	7.9	3.0	-11.0	-1.5
COc1ccc(OCCNC(=O)c2ccccc2OCC(=O)N2CCCCC2)cc1	-1.4	4.4	-4.6	-6.9	12.1	-2.7	-3.9	-29.3[20 µM]	6.5
Cc1ccc(S(=O)(=O)N2CCCC(C(=O)N(Cc3cccs3)C3CC3)C2)cc1 (stereo unspecified)	-0.2	3.5	-6.6	10.5	7.8&7.7	-3.7	-6.0	-17.9	-1.6
COc1cccc(/C=C2\SC(=S)N(CC3CCCO3)C2=O)c1 (stereo unspecified)	0.0	3.2	1.3	6.9	5.4	-0.1	-2.5	-14.4	-11.4
Cc1nnc(SCC2=C(C(=O)O)N3C(=O)C(NC(=O)c4cccc(F)c4F)C3SC2)s1 (stereo unspecified)	4.7	10.2	-9.6	23.1	4.5	-0.6	-7.6	-18.9	8.0
Cc1ccc(-c2nnn(CC(=O)N(Cc3ccco3)C(C(=O)NC(C)(C)C)c3ccc(C)o3)n2)o1 (stereo unspecified)	3.5	7.0	.	17.7	5.8	-0.3	-2.7	-36.8	-9.9
CCC1c2ccc(C)n2CCN1C(=O)Nc1ccc(F)cc1 (stereo unspecified)	-1.7	-2.8	-13.2	-35.2	13.8	6.7	-3.4	-12.5	-10.1
O=C1CN(c2nc(-c3ccccc3)c3cc(Cl)ccc3n2)c2ccccc2N1	1.0	7.2	-18.5	14.1	14.7	5.5	3.1	-6.7	3.4
COc1cc2cc(CN(CCO)S(=O)(=O)c3ccccc3Cl)c(=O)[nH]c2cc1OC	0.0	7.7	-1.3	3.8	3.8&16.1	2.4	-7.9	-2.3	-20.6
CC1(C(=O)Nc2cccc(S(=O)(=O)N3CCOCC3)c2)Cc2ccccc2C(=O)O1 (stereo unspecified)	1.4	8.5	-2.1	4.8	4.8	-1.9	-6.9	5.0	10.0
Cc1ccc(C)c(CS(=O)(=O)c2cn(CC(=O)N3CCC(C)CC3)c3ccccc23)c1	-2.4	6.0	-5.8	16.9	12.2	2.2	-8.2	-17.3	-0.7
O=C(Nc1ccc(C(F)(F)F)cc1)c1ccc2nc[nH]c2c1	-0.6	1.8	-14.6	20.9	6.6	4.1	-11.5	-22.4	0.8
CCOC(=O)Cc1nn2c(=O)cc(C)nc2s1	-3.9	2.0	-13.0	-10.2	7.1	4.1	0.2	-14.3[20 µM]	2.2
CC1CCCC(NC(=O)C2CCN(S(=O)(=O)N3CCCCC3)CC2)C1C (stereo unspecified)	-0.5	3.4	-6.5	-10.0	14.5	-2.5	1.1	-13.6	-5.6
O=C(O)c1cn(-c2ccccc2)nc1-c1cccnc1	-3.2	3.7	0.1	18.4	7.7	1.2	-2.7	-8.2[20 µM]	-2.0
COP(=O)(OC)C(Nc1ccc([N+](=O)[O-])cc1)c1ccccc1 (stereo unspecified)	-4.6	-1.9	-11.2	-5.2	10.9	11.2	-9.1	-8.8	-31.7
O=S(=O)(c1ccc(Br)cc1)n1c(Cc2ccccc2)nc2ccccc21	-0.5	3.6	-7.0	15.1	8.6	5.4	-3.7	-16.6	-2.4
N#Cc1nc(COc2ccccc2)oc1N1CCN(Cc2ccccc2)CC1	-0.1	-0.2	-42.2	10.5	15.1	-6.3	-7.8	-18.1	-6.5
CCOC(=O)N1CCN(C(=O)CSc2nc(C)nc3c2c(=O)n(C)c(=O)n3C)CC1	-2.5	-2.1	0.3	12.7	5.1	2.7	-7.2	-15.3	-5.7
CC(C)CC(C(=O)Nc1ccccc1)N1C(=O)C2C3C=CC(C3)C2C1=O (stereo unspecified)	-0.5	8.9	3.9	19.0	5.4	1.5	-0.4	-15.9	-4.7
CCN1C(c2ccccc2)=C(c2ccccc2)S/C1=C\C=C1/SC(=S)N(C)C1=O	7.5	5.8	.	.	6.7	1.9	-17.3	-26.4[20 µM]	-7.3
CSC1=N/C(=C\c2ccc(C)s2)C(=O)S1	-2.5	-1.9	-13.3	24.1	11.4	5.7	-7.3	-17.8	2.0
CCOc1cc(/C=N/N=C2/NC(=O)C(CC(=O)O)S2)ccc1OCc1ccccc1Cl (stereo unspecified)	-0.4	9.5	11.8	17.3	4.3	0.2	1.5	-28.1	-17.7
CCOC(=O)C(NCc1ccccn1)(NC(=O)c1cccnc1)C(F)(F)F (stereo unspecified)	2.3	6.7	-3.1	11.9	9.7	-3.1	-0.6	-24.0	7.9
